# Screening results: PubChem BioAssay, National Center for Advancing Translational Sciences (NCATS)
# MCF10A rerep: DNA re-replication induction in MCF 10a cells; MCF 10A DNA re-replication, Hoechst nuclear intensity, 48 h; Potency, µM (titrated, usually from 46.1 µM), for the others: top-dose activity, positive = re-replication, hits mostly activators; 350,000 tested, 2.9% active; AID 624296; note: potency is the fitted concentration of half-maximal effect; % of control where 0% means no effect; nearly all actives have a fitted effect of over 50% in size
# HepG2 viability: kills HepG2 cells in TGF-b inhibitor counter-screen. Potency, µM (series often up to 46.1 µM), inactives show top-dose activity change, negative = cytotoxicity, hits mostly cytotoxic. HepG2 CAGA-GFP viability, ATP luminescence, 18 h. 410,000 tested, 0.76% active; note: potency is the fitted concentration of half-maximal effect; some results filed as inactive show a strong effect at the top dose
#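 HepG2 CAGA-GFP cells (1000/well, DMEM with 1% FBS) received compound, then TGF-beta at 500 pg/mL final, and were incubated 18 hours at 37 degrees C. Viability was read by CellTiter-Glo luminescence. Media-only wells were set as complete cell-killing and DMSO as no toxicity.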
# A549 viability: counter-screen for Nrf2 inhibitors: cytotoxicity in A549 cells; A549 ARE-Fluc cells, CellTiter-Fluor viability, 18-24 h; Potency, µM (highest dose often 46 µM), without a hit: top-dose activity change, negative = cytotoxicity, most hits filed as inhibitors; 390,000 tested, 0.16% active; note: potency is the fitted concentration of half-maximal effect; % is set by controls: 0 for no effect and ±100 for the full control effect
#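 Cytotoxicity counterscreen: CellTiter-Fluor fluorescence was measured in A549 ARE_Fluc cells after 18-24 h of compound exposure in a concentration series. The subsequent BugLite luminescent read reports ARE-luciferase activity.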
# IL1B secr inh: blocks inflammasome-driven IL-1 beta release; THP-1 LPS/ATP IL-1B secretion, AlphaLISA, 16 h; stronger effect = lower value; activity change, % at 57.5 µM; 360,000 tested, 4.7% active; AID 743279; in the data active = activity change below about -50%; inconclusive = mostly about -30% to -49%; note: % is set by controls: 0 for no effect and ±100 for the full control effect
#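 Secreted IL-1B measured by AlphaLISA bead assay after 16 h compound exposure of THP-1 cells; compounds (final up to 57.5 uM) added 1 h before LPS (250 ng/mL) and ATP (1.25 mM) stimulation; lower signal means less secretion.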
# S2 tox: reduces viability in counter-screen for ATXN expression inhibitors; S2 cells (HEK-293 line with an ATXN2-luciferase reporter) viability, CellTiter-Fluor protease fluorescence, 24 h; Potency, µM (top dose mostly 56.7 µM), most hits filed as cytotoxic; 400,000 tested, 0.49% active; AID 651635; note: potency is the fitted concentration of half-maximal effect; nearly all actives have a fitted effect of over 40% in size
# TGFb inhibitor: inhibitors of TGF-b signaling; HepG2 CAGA-GFP TGF-b/SMAD3 reporter, GFP fluorescence, 18 h; TGF-beta stimulated, 500 pg/mL final; Potency, µM (highest dose often 46.1 µM), for inactives: at the top dose activity, negative = inhibition, actives largely listed as inhibitors; 410,000 tested, 1.2% active; AID 588855; note: potency is the fitted concentration of half-maximal effect; % is set by controls: 0 for no effect and ±100 for the full control effect; nearly all actives have a fitted effect of over 65% in size
#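 Inhibition of TGF-beta-driven CAGA-GFP reporter expression in HEPG2 cells is measured by cellular GFP fluorescence after 18 h stimulation with 500 pg/mL recombinant TGF-beta in 1% FBS medium at 37 degrees C.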
# Nrf2 ARE act: activators of Nrf2 (ARE) signaling | Potency, µM (titrated, usually from 46.1 µM), without a hit: at the top dose activation, actives largely listed as activators | AREc32 ARE-luciferase reporter (MCF7-derived line), luminescence, 24 h | AID 624171 | 410,000 tested, 0.31% active; note: potency is the fitted concentration of half-maximal effect; % of control where 0% means no effect; nearly all actives have a fitted effect of over 65% in size
#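 Reporter line AREc32 (ARE-Fluc), seeded overnight in OPTI-MEM with 5% FBS; compound pin-transferred, 24 hr at 37 deg C, 5% CO2; luminescent read-out.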
# Nrf2 inh: blocks Nrf2 signaling. AID 504444. 360,000 tested, 2.1% active. Potency, µM (series often up to 46 µM), inactives show at the highest dose activity change, negative = inhibition, most hits filed as inhibitors. A549 ARE-Fluc reporter, luciferase luminescence, 18-24 h; note: potency is the fitted concentration of half-maximal effect; % is set by controls: 0 for no effect and ±100 for the full control effect; nearly all actives have a fitted effect of over 60% in size
#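 In this cell-based qHTS, ARE-driven firefly luciferase in A549 cells reports Nrf2 activity; the luminescent signal after BugLite lysis is the measured value, with a prior CellTiter-Fluor read for cell health.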
# ATXN2 expr inh: reduces ATXN2 reporter expression in HEK-293 cells; HEK-293 ATXN2-luciferase reporter, luminescence, 24 h; Potency, µM (titrated, usually from 57 µM), for inactives: at the top dose activity change, negative = inhibition, hits mostly inhibitors; 360,000 tested, 0.72% active; AID 1745845; note: potency is the fitted concentration of half-maximal effect; % is set by controls: 0 for no effect and ±100 for the full control effect; nearly all actives have a fitted effect of over 55% in size
#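 ATXN2-luciferase reporter cells (luciferase flanked by upstream and downstream ATXN2 gene portions) were treated 24 h at 37 °C with compounds at up to 57 uM. SteadyGlo luminescence gave expression; GF-AFC fluorescence gave viability.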
# An asterisk follows results filed as active; i = inactive; ? = inconclusive; nt = no result given; & = joins results of further samples; [ ] = another dose, or the depositor's remark. Unless noted, calls come from the whole dose curve; as a rule, active = well fitted curve in the direction sought with a large enough effect; inconclusive = small, poorly fitted or top-dose-only effect, or another doubt; inactive = no such curve, though single readings can be large; an effect the other way counts as inactive or inconclusive.
No.	smiles	MCF10A rerep	HepG2 viability	A549 viability	IL1B secr inh	S2 tox	TGFb inhibitor	Nrf2 ARE act	Nrf2 inh	ATXN2 expr inh
1	C/C(=C\C(=O)c1ccc(Br)cc1)Nc1ccc(Cl)cc1	9%	-4%	-8%	0	i	-2%	4.3%	?	nt
2	O=C(/C=C/c1ccccc1[N+](=O)[O-])N1CCCCC1	-11%	-4%	3%	-5	i	5%	0.2%	16%	17%
3	Cc1cc2oc(C(=O)N(Cc3cccs3)C3CCS(=O)(=O)C3)cc(=O)c2cc1Cl (stereo not given)	5%	2%	-2%	-27	i	-5%	-0.3%	-11%	-1%
4	CCOC(=O)c1c(C)n(C)c2ccc(O)c(CN(CC)CC)c12	4%	-25%	1%	-25	?	?	0.3%	20%	-29%
5	COC(=O)c1cc(OC)c(OC)cc1NC(=O)CSc1ccccc1	18%	9%	-1%	19	i	-1%	-0.6%	-1%	-1%
6	O=C(Nc1ccccc1F)c1ccc(-n2cncn2)nc1	-6%	1%	-3%	24	i	-1%	0.1%	19%	21%
7	COC(=O)c1nnn(-c2cccc(C)c2)c1C(=O)OC	nt	-34%	1%	nt	i	?	-1.1%	0%	-6%
8	Cc1ccc(S(=O)(=O)N(CC(=O)NCCSc2ccccn2)c2ccc(C)c(C)c2)cc1	27%	-17%	-3%	-53*	i	-3%	0.4%	-13%	-10%
9	CCOC(=O)c1sc(/S(C)=N\S(=O)(=O)c2cccc(Cl)c2)c2c1CCC=C2 (stereo not given)	9%	-37%	-1%	0	i	?	6.1%	-12%	nt
10	COC(=O)[C@H](Cc1ccccc1)NC(=O)Nc1ccc(OC)cc1	-2%	6%	-6%	35	i	5%	-0.1%	15%	0%
11	CCNCc1cc2cc(C)ccc2[nH]c1=O	5%	3%	9%	48	i	5%	4.4%	5%	7%
12	CC(/C=N/NC(=O)Cn1nnc(N)n1)=C\c1ccc(C(C)C)cc1	-13%	-9%	0%	nt	i	?	4.1%	10%	29%
13	Cc1ccc(S(=O)(=O)N2CCC(C(=O)OCC(=O)N(C)c3ccccc3)CC2)cc1C	-1%	-3%	-6%	3	i	-1%	0.5%	-11%	-2%
14	Cc1ccc(S(=O)(=O)NCCCN2CCCC2)cc1	8%	-5%	1%	10	i	-11%	-0.2%	6%	-3%
15	COC(=O)/C=C1\S/C(=N/N=C/c2ccc(Cl)cc2)NC1=O	?	25%	?	6	i	25%	0.3%	?	27%
16	Cc1ccc(S(=O)(=O)Nn2c(C)nnc2-n2nc(C)cc2C)cc1	-2%	-9%	-3%	-1	i	5%	0.0%	nt	-6%
17	CCCc1cc(C(=O)Nc2sc(C)c(CC)c2C#N)no1	-1%	-30%	5%	-13	i	1%	4.2%	?	27%
18	CCOC(=O)C(NC(=O)c1ccccc1)=C1CCCCC1	2%	-36%	1%	-16	i	?	1.2%	nt	-4%
19	COC(=O)Cc1ccc(OC(=O)c2cccc(S(=O)(=O)N3CCN(C)CC3)c2)cc1	-3%	9%	-4%	10	i	?	0.2%	-3%	-2%
20	Cc1cc(C)nc(NC(=O)/C=C/c2ccccc2Cl)c1	-23%	1%	-2%	?	i	3%	?	5%	80%[activator]
21	Cc1ccc2[nH]c(=O)c(CN(C(=O)c3cccc([N+](=O)[O-])c3)C(C)C)cc2c1	5%	-34%	-8%	-23	i	-25%	-0.2%	0%	nt
22	CNC(=O)c1c(NC(=O)CS(=O)(=O)c2ccccc2)sc(C)c1C	2%	-11%	3%	-17	i	-8%	4.4%	7%	-4%
23	Fc1ccc(Cn2nnnc2CN2CCN(C3CCCC3)CC2)cc1	1%	29%	0%	-7	i	-2%	0.6%	nt	?
24	COc1ccccc1-c1c(C)nn2c(N3CCN(c4ccc(F)cc4)CC3)cc(C)nc12	nt	5%	-11%	nt	i	-4%	-0.1%	nt	8%
25	CC(C)n1cc(C(=O)N2CCCC(N3CCN(c4ccc(F)cc4)CC3)C2)cn1 (stereo not given)	-2%	7%	1%	46	i	-7%	0.4%	-17%	-9%
26	Cc1cccc(NC(=S)NC2CCSc3ccccc32)c1 (stereo not given)	19%	-25%	16%	-61*	i	?	0.2%	-29%	3%
27	CC1(C(=O)Nc2ccc(Cl)c(Cl)c2)CCN1C(=O)C1CCCCC1 (stereo not given)	nt	-13%	nt	6	i	-20%	5.5%	nt	1%
28	CCOC(=O)c1c(S(=O)(=O)NCC(=O)N2CCN(c3ccccc3)CC2)c(C)n(C)c1C	1%	-14%&-11%	-1%&3%	?	i	-6%&3%	0.9%&-0.7%	2%	18%&-11%
29	O=C(O)c1ccn2c(C(=O)c3ccc(Cl)cc3)c(-c3ccccc3)cc2c1	?	-23%	-12%	nt	nt	-9%	4.1%	-9%	-14%
30	COc1cc(S(=O)(=O)NCCCn2ccnc2)ccc1F	0%	13%	10%	2	i	19%	-1.0%	6%	nt
31	COc1ccc(CC(=O)NNC(=S)Nc2ccccc2)cc1Cl	7%	4%	-6%	5	?	-20%	0.3%	-7%	9%
32	CS(=O)(=O)N1CCN(c2ccc(NC(=O)CSc3nnc(-c4ccco4)o3)cc2)CC1	13%	15%	0%	21	i	0%	-0.6%	25%	3%
33	O=C1N/C(=C/c2ccco2)C(=O)N1Cc1ccccc1F	7%	-22%	2%	-7	i	14%	3.5%	10%	-19%
34	COc1ccc(N2CCN(S(=O)(=O)c3cccs3)CC2)cc1	3%	-10%	-5%	-10	i	-5%	-0.7%	-2%	3%
35	CC1(C)Cc2cccc(OC(=O)NCCc3ccc(F)cc3)c2O1	nt	nt	nt	-2	i	nt	3.6%	nt	10%
36	Cc1cc(C)c2sc(N(CCCN(C)C)C(=O)c3ccc(S(=O)(=O)N(C)Cc4ccccc4)cc3)nc2c1	?	-114%	?	-110*	nt	?	6.7%	-20%	?
37	Cc1ccc(NC(=O)c2c(O)c3ccccc3n(C)c2=O)nc1	9%	-22%	-2%	28	i	-2%	18%	?	48%[activator]
38	COCCSc1ccccc1C(=O)NCCCn1ccnc1	-8%	-28%	1%	23	i	-1%	-0.3%	1%	-8%
39	O=C(NCc1cccnc1)NC1CCCN1S(=O)(=O)c1ccc(Cl)cc1 (stereo not given)	?	-4%	?	29	i	0%	0.0%	-27%	-6%
40	O=C(CNS(=O)(=O)c1cccc(Cl)c1)OCc1csc(-c2ccccc2)n1	-5%	12%	-1%	31	i	9%	-0.8%	9%	23%
41	COc1ccccc1/C=N/N1CCN(Cc2ccccc2Cl)CC1	0%	0%	-2%	-17	?	17%	-0.5%	7%	-9%
42	CCOC(=O)CN(C(=O)CSc1nnc(C)n1-c1ccccc1)c1cccc([N+](=O)[O-])c1	4%	-1%	-9%	-6	i	-1%	0.2%	2%	-3%
43	CC(=O)OCC(=O)[C@@]1(O)CC[C@H]2[C@@H]3CCC4=CC(=O)CC[C@]4(C)[C@H]3C(=O)C[C@@]21C	0%	1%	-1%	7	i	28%	0.3%	-6%	1%&5%
44	Fc1ccccc1N1CCN(C2CCCN(Cc3cccc(C(F)(F)F)c3)C2)CC1 (stereo not given)	?	-40%	-2%	4	i	?	2.5%	-5%	-17%
45	CC(C)CCOc1cccc(OCC(=O)O)c1	-15%	-7%	-2%	20	i	5%	-0.2%[9.22 µM]	-23%	-2%
46	CN(C(=O)N1CCN(c2ccccn2)CC1)c1ccccc1	-5%	-17%	-3%	-22	i	-1%	0.3%	-1%	6%
47	O=C(CN1C(=O)COc2ccc(S(=O)(=O)N3CCOCC3)cc21)N1CCN(c2ccc(F)cc2)CC1	nt	7%	0%	nt	i	14%	-1.1%	-6%	6%
48	O=C(NCC1CCCO1)C(c1cccs1)N(C(=O)Cn1nnc(-c2cccs2)n1)C1CCCC1 (stereo not given)	3%	-6%	-7%	-27	i	-15%	0.2%	8%	1%
49	COc1ccc(OCC(O)CN(C)C(=O)C(C)Oc2ccccc2)cc1 (stereo not given)	9%	7%	0%	-2	i	7%	-0.6%	-9%	nt
50	Cc1ccc2oc(C(=O)N(C)Cc3cnccn3)c(C)c2c1	7%	-6%	6%	6	i	3%	0.0%	25%	37%
51	COc1ccc(S(=O)(=O)NCCCN2CCCC2=O)c(OC)c1	1%	9%	0%	12	i	12%	0.1%	-1%	7%
52	Cc1ccc2c(c1)NCC(C(=O)NC1CCC(C)CC1)O2 (stereo not given)	-1%	0%	-4%	-9	i	-4%	-0.6%	15%	34%
53	C=CCOc1ccc(/C=C(\C#N)C(=O)Nc2ccccn2)cc1OC	-1%	-4%	0%	13	i	-8%	3.3%	4%	6%
54	CN1CCN(S(=O)(=O)c2ccc(NC(=O)c3ccc(Br)s3)cc2)CC1	15µM*	-32%	13%	-11	i	-11%	0.8%	-15%	12%
55	COC(=O)C1=C(C)NC(=O)NC1c1cn(-c2ccccc2)nc1-c1cccs1 (stereo not given)	2%	-30%	-11%	-8	i	3%	3.2%	-4%	1%
56	Cc1[nH]c2ccccc2c1-c1nc2ccccc2[nH]c1=O	10%	11%	-12%	14	i	2%	6.8%	?	34%
57	Cc1ccccc1NC(=O)CSc1nnc(C2CC2)n1CC1CCCO1 (stereo not given)	-4%	-22%	0%	16	i	-18%	-0.1%	5%	-4%
58	COc1ccc(/C=C/C(=O)Nn2cnnc2)cc1	11%	0%	7%	2	i	-11%	0.5%	0%	3%
59	CCCS(=O)(=O)c1c(S(=O)(=O)CCC)c2cnccn2c1C(=O)c1ccc(OC)cc1	?	36%	5%	-4	i	21%	-0.6%	-7%	-10%
60	Cc1ccc2c(=O)cc(C(=O)NCCc3ccc(S(N)(=O)=O)cc3)oc2c1	-7%	-2%	-5%	17	i	-8%	0.2%	-25%	-1%
